FBW7 act: human FBW7 E3 ligase activation, primary screen. normalized activity (activation), % at 26.1 µM. 0.13% of 650,000 active. Q969H0. AlphaScreen FBW7–phospho-cyclin E peptide binding, activator screen. AID 1259310; in the data active = normalized activity above about 1.9%;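 note: purified mutant Fbw7 with reduced substrate affinity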
MITF primary: inhibitors of human MITF; O75030; AlphaScreen MITF homodimerization, bead proximity signal; inhibition, % at 2.6 µM; 0.91% of 650,000 active; AID 1259374; in the data active = inhibition above about 50%;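 note: 0% = vehicle wells with protein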
Target sequence (O75030 whole entry, looked up): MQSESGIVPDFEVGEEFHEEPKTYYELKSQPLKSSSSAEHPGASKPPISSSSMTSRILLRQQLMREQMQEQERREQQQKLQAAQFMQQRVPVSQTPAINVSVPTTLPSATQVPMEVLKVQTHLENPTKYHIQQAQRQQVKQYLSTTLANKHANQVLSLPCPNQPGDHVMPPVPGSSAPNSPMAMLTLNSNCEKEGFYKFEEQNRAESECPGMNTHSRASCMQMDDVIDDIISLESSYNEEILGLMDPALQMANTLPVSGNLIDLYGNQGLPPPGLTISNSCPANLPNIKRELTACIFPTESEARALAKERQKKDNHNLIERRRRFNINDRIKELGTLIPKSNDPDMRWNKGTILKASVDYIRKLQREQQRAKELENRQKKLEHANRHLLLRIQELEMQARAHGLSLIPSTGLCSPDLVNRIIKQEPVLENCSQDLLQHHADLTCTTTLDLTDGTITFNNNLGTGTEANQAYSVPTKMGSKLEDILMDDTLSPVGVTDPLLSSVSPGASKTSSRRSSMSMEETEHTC
GPR151 activ: human GPR151 activation. activation, % at 11.2 µM. PathHunter beta-arrestin GPR151 cells, luminescence. 1% of 650,000 active. Q8TDV0; in the data active = activation above about 4.9%;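 note: 0% = median of compound wells and 100% = cells with positive control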
Target sequence (Q8TDV0 whole entry, looked up): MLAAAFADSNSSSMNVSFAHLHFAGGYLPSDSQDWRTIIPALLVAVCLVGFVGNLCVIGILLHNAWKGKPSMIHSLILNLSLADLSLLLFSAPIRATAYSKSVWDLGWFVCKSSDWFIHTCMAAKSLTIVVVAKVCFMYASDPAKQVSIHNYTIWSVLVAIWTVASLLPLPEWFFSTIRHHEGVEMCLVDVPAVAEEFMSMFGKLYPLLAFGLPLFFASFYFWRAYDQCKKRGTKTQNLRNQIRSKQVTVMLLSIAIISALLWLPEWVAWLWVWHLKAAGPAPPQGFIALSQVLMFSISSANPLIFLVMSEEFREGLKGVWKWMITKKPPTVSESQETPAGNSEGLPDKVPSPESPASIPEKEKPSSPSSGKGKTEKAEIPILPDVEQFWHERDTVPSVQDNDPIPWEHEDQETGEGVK
TEAD-YAP inh: TEAD-YAP interaction inhibition | AID 1259422 | inhibition, % at 9.12 µM | HEK-TIYL cells, TEAD-Gal4/YAP UAS-luciferase luminescence | 1.4% of 640,000 active; in the data active = inhibition above about 32%;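 note: 0% = median of test compound wells and 100% = reference inhibitor wells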
* hit, by the source's call; . = not tested or not shown; & = joins results of further samples.

SMILES	FBW7 act	MITF primary	GPR151 activ	TEAD-YAP inh
CCC(C(=O)Nc1ccc(S(=O)(=O)N2CCCCC2)cc1)c1ccccc1 (stereo unspecified)	-0.1	-8	-0.7	11
O=C1CCN(Cc2nc(N3CCOCC3)c3cc(Cl)ccc3n2)CCN1	0.1	-5	1.3	4
O=C(Nc1cccc(C(F)(F)F)c1)c1ccc(C(=O)Nc2cccc(C(F)(F)F)c2)cc1	-0.1	1	0.5	-16
COc1ccc(C(=O)Nc2ncc([N+](=O)[O-])s2)cc1OC	0.2	15	-9.7	-49
O=C1CCCC2=C1C(c1cccnc1)Nc1ccc3ncccc3c12 (stereo unspecified)	-0.3	-2	0.6	0
CCOC(=O)/C(=C\c1ccc(-c2ccc([N+](=O)[O-])cc2)o1)C(C)=O	-0.1	9	0.4	-8
CCCC1(CCC)NC(=O)N(CC(=O)NCc2ccc(C)cc2)C1=O	0.0	4	-0.2	6
C[C@]12CCC(=O)C=C1CC[C@@H]1[C@@H]2C(=O)C[C@@]2(C)[C@H]1CC[C@]2(O)C(=O)CO	0.9&0.1	9&3	0.1&-0.8	4
CCOc1ccccc1-n1c(=S)sc2c(=O)n(-c3ccc(F)cc3)c(SCC#N)nc21	0.4	8	1.4	4
COc1ccccc1CN1C(=O)C(C)SC1c1ccc(C)s1 (stereo unspecified)	0.0	-2	-0.8	0
CC1CC(C)CN(S(=O)(=O)c2ccc3c(c2)oc(=O)n3CC(=O)N2CCCCCC2)C1 (stereo unspecified)	0.0	7	-1.1	-7
C#Cc1cccc(NC(=O)c2ccc3c(c2)C(=O)N(c2cccc(N4C(=O)c5ccc(C(=O)Nc6cccc(C#C)c6)cc5C4=O)n2)C3=O)c1	-0.1	7	0.9	13
c1cc(C23CC4CC(CC(C4)C2)C3)ccn1	-0.1	4	1.7	-8
COc1cc(/C=c2/sc3ncnn3c2=O)ccc1OCC(C)C	-0.2	5	-0.5	-2
O=C(Cc1ccc(Cl)cc1)NNS(=O)(=O)c1ccc([N+](=O)[O-])cc1	-0.4	6	0.7	10
COc1ccccc1/C=N/N=c1\sc2ccccc2n1C	-0.1	0	0.2	-28
C#CCn1c(=NC(=O)c2ccn(C)n2)sc2cc(OC)c(OC)cc21	0.1	-16	-0.2	-11
CC1=C(C(=O)OC2CCCCC2)C(c2ccc(F)cc2)C2=C(CC(c3ccccc3)CC2=O)N1 (stereo unspecified)	1.9*	14	-0.3	9
N#Cc1c(Nc2ccccc2)c(/C=N/NCCO)c[nH]c1=O	-0.2	18	0.3	12
Cc1c(C2=N/C(=C/c3ccccc3F)C(=O)O2)cccc1[N+](=O)[O-]	0.0	1	0.4	-8

Overlap with the part before: 6 entries, then new ones.
SMILES	FBW7 act	MITF primary	GPR151 activ	TEAD-YAP inh
O=C(Cc1ccc(Cl)cc1)NNS(=O)(=O)c1ccc([N+](=O)[O-])cc1	-0.4	6	0.7	10
COc1ccccc1/C=N/N=c1\sc2ccccc2n1C	-0.1	0	0.2	-28
C#CCn1c(=NC(=O)c2ccn(C)n2)sc2cc(OC)c(OC)cc21	0.1	-16	-0.2	-11
CC1=C(C(=O)OC2CCCCC2)C(c2ccc(F)cc2)C2=C(CC(c3ccccc3)CC2=O)N1 (stereo unspecified)	1.9*	14	-0.3	9
N#Cc1c(Nc2ccccc2)c(/C=N/NCCO)c[nH]c1=O	-0.2	18	0.3	12
Cc1c(C2=N/C(=C/c3ccccc3F)C(=O)O2)cccc1[N+](=O)[O-]	0.0	1	0.4	-8
O=C(O)CC1S/C(=N/N=C/C=C/c2ccccc2[N+](=O)[O-])NC1=O (stereo unspecified)	0.1	16	-2.0	3
Cc1ccc(OCC(O)CNC2CCCC2)c(C)c1 (stereo unspecified)	0.0	3	-0.5	4
Cc1ccc(C(C)n2cc(C(=O)NCC3CCCO3)nn2)cc1 (stereo unspecified)	0.0	36	1.0	4
C=CCNC(=O)c1ccccc1NC(=O)CSCc1ccc(Cl)cc1	0.2	6	-1.1	5
COc1ccc(-c2cc(C(F)(F)F)n3nc(C(=O)Nc4ccc5c(c4)CCC5)cc3n2)cc1OC	1.0	20	-0.9	7
Cc1nc2c(c(=O)[nH]1)CCN(Cc1ccc(N3CCCC3)c(F)c1)C2	0.1	17	-0.1	1
O=c1ccnc(N/N=C/c2ccc(O)cc2)[nH]1	-0.1	16	-1.6	-10
O=c1oc2ccccc2cc1-c1cn(-c2ccc(Cl)cc2)c(=S)[nH]1	0.5	-7	-1.4	-22
CCOC(=O)c1c(NC(=O)CSc2nnc(-c3ccccc3)o2)sc(C)c1C	0.2	17	1.4	9
FC(F)(F)c1ccc(Cn2cnc3c(Nc4ccc(N5CCOCC5)cc4)nc(Nc4ccncn4)nc32)cc1	0.0	16	0.8	18
Cc1ccc(S(=O)(=O)C2(C(=O)N3CCCCC3C)CC2)cc1 (stereo unspecified)	0.0	4	-0.6	-4
Cc1ccc(S(=O)(=O)Nc2ccc(NC(=O)/C=C/c3ccco3)cc2)cc1	0.0	-6	1.8	2
CCOc1ccc2nc3sc(C(=O)Nc4ccc5c(c4)OCO5)c(N)c3cc2c1	0.2	6	-1.0	-14
O=C(O)CC(O)(c1ccccc1)c1ccccc1	0.0	-4	0.0	-3
COc1cc(N(C)C)c(NC(C)=O)cc1C(=O)O	0.0	8	-0.1	4
Cc1ccc(NC(=O)COc2cc(Cl)ccc2Cl)cc1	-0.1	-4	-1.0	-8
CCOC(=O)Cc1cc(OC)c(OC)cc1/C(C)=N/Nc1ccccc1	-0.1	-17	1.2	-14
COc1ccccc1C(=O)NCCNc1nc2c(C)cccc2cc1C#N	0.0	8	0.0	2
O=C(Nc1ccccc1I)c1ccc(=O)[nH]c1	0.0	-4	-0.6	4
CCCc1cc(=O)[nH]c(SCC(=O)N(C)CC(=O)Nc2ccc(F)cc2)n1	-0.1	3	2.0	8
COc1ccc(Cn2c(=S)[nH]c3cc(C(=O)NC4CCCCC4)ccc3c2=O)cc1	-0.1	-1	3.4	-7
CC(C)OC(=O)Cn1nc2c3ccccc3nc(C3CC3)n2c1=O	-0.2	5	1.0	1
COc1ccc(S(=O)(=O)N[C@H](C(=O)O)C(C)C)cc1	0.7	5	-0.8	1
CCOC(=O)N(CC)OC(=O)Nc1ccc(Cl)cc1	-0.3	9	0.3	-2
COc1ccc(C(=O)Nc2nnc(S(=O)(=O)N3CCCc4ccccc43)s2)cc1	0.1	3	1.3	-21
CC(NC(=O)c1ccc(Cl)cc1)c1ccc2c(c1)OCCO2 (stereo unspecified)	-0.1	-13	0.9	2
CCOC(=O)c1c2c(n(C)c1CN(C)C)C(=O)C(=O)c1ccc(Br)cc1-2	-0.2	8	-1.7	96*
CCN(CC)C(=O)CSc1nnc2c(C)cc3cc4c(cc3n12)OCO4	1.1	-1	-0.5	-6
Cc1cc(Br)c(NC(=O)COc2ccc(C=O)cc2)cc1C	0.0	10	1.4	13
CCOc1ccc(-n2cc(-c3ccccc3)c3c(N4CCN(c5ccccc5F)CC4)ncnc32)cc1	0.0	-13	0.3	4
CN(C)NC(=O)NC(=O)c1c(Cl)cc(Cl)nc1Cl	0.1	14	-0.7	8
COc1cc(C=O)ccc1OS(=O)(=O)c1ccccc1[N+](=O)[O-]	-0.1	-1	1.1	-2
CCOC(=O)N1CCN(S(=O)(=O)c2ccc(C(=O)Nc3cccc(-c4nc5ccccc5s4)c3)cc2)CC1	0.0	-1	0.9	-13
Cc1cccc(N2CCN(c3ncnc4scc(-c5ccccc5)c34)CC2)n1	-0.1	2	0.3	-1
CCOc1ccc(C2=NN3C(C2)c2cc(Cl)ccc2OC32CCCCC2)cc1 (stereo unspecified)	-0.1	12	0.2	-5
COc1ccc(N2CCN(CCCNC(=O)Nc3ccc(C)c(C)c3)CC2)cc1	-0.2	21	1.0	11
O=C1CC(c2ccc(Cl)cc2)CC(O)=C1C=NCCc1ccccc1 (stereo unspecified)	0.1	14	-1.2	8
CC(C)c1ccc2c(c1)c1c3n2CCN(CC(N)=O)C3CCC1 (stereo unspecified)	0.2	-6	-2.3	-7
COC(=O)c1ccc(NC(=O)CCC(=O)Oc2ccc(C)cc2)cc1	0.0	5	4.2	5
CC(C)NC(=O)c1ccc2c(c1)N(CC(=O)OCc1ccccc1)C(=O)C(C)(C)O2	-0.1	-20	-0.1	-7

2 entries from above, field by field:
canonical_smiles: CC(C)c1ccc2c(c1)c1c3n2CCN(CC(N)=O)C3CCC1 (stereo unspecified)
  FBW7 act = 0.2
  MITF primary = -6
  GPR151 activ = -2.3
  TEAD-YAP inh = -7
canonical_smiles: COC(=O)c1ccc(NC(=O)CCC(=O)Oc2ccc(C)cc2)cc1
  FBW7 act = 0.0
  MITF primary = 5
  GPR151 activ = 4.2
  TEAD-YAP inh = 5

(list continues)
SMILES	FBW7 act	MITF primary	GPR151 activ	TEAD-YAP inh
O=C1c2cccc([N+](=O)[O-])c2C(=O)N1c1cc(C(F)(F)F)ccc1Cl	-0.1	-4	1.4	11
CCC1CCCCN1C(=O)c1nn2c(c1Br)NC(c1cccs1)CC2C(F)(F)F (stereo unspecified)	0.1	8	-0.2	7
Cc1c(S(=O)(=O)c2ccccc2)c(N)n(CCCn2ccnc2)c1C	-0.1	20	-0.2	-5
O=[N+]([O-])c1ccc(N2CCOCC2)cc1NCCCN1CCOCC1	0.1	22	-0.7	-14
CCOC(=O)C(C)NC(=O)CCc1nnc2ccc(N(CC)CC)nn12 (stereo unspecified)	0.0	11	-0.4	3
CCCNc1nc(-c2ccc(OC)cc2)nc2c1ncn2CCN1CCCC1=O	0.1	9	1.6	7
O=C(CN1C(=O)c2ccccc2C1=O)Nc1ccccc1Cl	0.1	12	3.3	3
Clc1ccc(-c2ccc(CN3CCc4nnc(C5CCCO5)n4CC3)o2)cc1 (stereo unspecified)	0.0	6	-0.5	-4
O=C(NC(c1ccccc1)c1cnccn1)C1CCN(C(=O)Cc2cccs2)CC1 (stereo unspecified)	0.1	-3	-0.2	-6
CCCCCCNC(CC(=O)Nc1cccc(O)c1)C(=O)O (stereo unspecified)	0.1	5	1.9	-5
CC(C)(C)c1ccc(C(=O)NNc2cc(N3CCCCC3)nc(N3CCCCC3)n2)cc1	0.2	-1	0.9	4
O=C(Nc1ccc(C23CC4CC(CC(C4)C2)C3)cc1)c1ccccc1Cl	0.0	-2	-0.6	21
Cc1cc(C)c(NC(=O)c2ccc3c(c2)S(=O)(=O)N=C2CCCCCN23)c(C)c1	-0.1	-13	0.3	-13
Cc1cc(/C=N/NC(=O)c2ccc(N)cc2)c(C)n1-c1ccc(Cl)cc1	-0.1	-68	-0.8	-20
CC1CCC(N2CC(=O)N(C3CCCCC3)C(c3ccc(F)cc3)C2=O)CC1 (stereo unspecified)	0.2	10	-0.8	4
CC(C)(C)c1ccc(C(=O)N2c3ccccc3C(C)(c3ccccc3)CC2(C)C)cc1 (stereo unspecified)	0.0	0	1.3	10
CCOc1ccc(-c2c(C#N)c(N)nc(SCC(=O)c3ccccc3)c2C#N)cc1	0.1	1	-0.4	15
CC(C)c1ccc(C2/C(=C(/O)c3ccc(Br)cc3)C(=O)C(=O)N2CCCn2ccnc2)cc1 (stereo unspecified)	0.7	0	-0.4	1
CCOC(=O)C1=C(C)NC2=C(C(=O)CC(c3ccccc3)C2)C1c1ccsc1 (stereo unspecified)	-0.1	-4	-0.6	44*
CC(C)COc1cccc(OCC(=O)N=C2N=C3C=CC=CN3Cc3ccccc32)c1	-0.1	-10	-6.9	-29
COc1ccc(CNC(=O)C2CCN(C(=O)Nc3ccc(C)cc3)CC2)cc1	-0.1	24	-0.1	-6
COc1cccc(-n2nc(C(=O)N3CCCCC3)c3ccccc3c2=O)c1	0.1	21	0.9	8
Cc1ccc2nc(C3CCCCN3C(=O)Cn3cnnn3)[nH]c2c1 (stereo unspecified)	0.1	-1	-1.7	-7
CCOC(=O)C1CCN(C(=O)CN(c2ccc(Br)cc2)S(C)(=O)=O)CC1	0.4	17	-1.3	13
CCNc1nc(NC(C)C)nc(Oc2ccc(OCc3ccccc3)nn2)n1	0.0	-8	1.7	-10
COc1cc(CN2CCc3nncn3CC2)cc2c1OCO2	0.1	0	2.5	6
CN1CCC(N(C)Cc2cccc(OCC3CCCN(C(=O)c4ccoc4)C3)c2)CC1 (stereo unspecified)	-0.2	-24	1.2	4
CCC1C(=O)NCCN1Cc1ccc2c(c1)CN(Cc1ccsc1)CCO2 (stereo unspecified)	-0.3	2	-1.4	3
Cc1ccc(C)c(-c2csc(NC(=O)c3cccnc3)c2C#N)c1	0.2	9	2.5	-22
c1ccc(-n2cnc3c(NCc4nc5ccccc5[nH]4)nc(Nc4ccc5ncccc5c4)nc32)cc1	23*	1	-2.6	16
O=c1[nH]c(Cn2nnc(-c3ccccc3)n2)nc2ccccc12	-0.2	6	-0.2	1
CCCCC[C@H](O)/C=C/[C@@H]1[C@@H](C/C=C\CCCC(=O)NCCCCCNC(=O)CCCCC2SC[C@@H]3NC(=O)N[C@H]23)[C@@H](O)C[C@H]1O (stereo partly specified)	.	124*	-0.8	.
O=C(Nc1ccc2[nH]ncc2c1)[C@H]1C[C@@H](O)CN1C(=O)c1ccc(Cl)cc1	0.1	4	-0.1	3
Clc1cccc(-n2nnnc2C(c2ccc(Cl)cc2Cl)N2CCCCC2)c1 (stereo unspecified)	0.2	5	-0.5	6
CCc1cccc2c(C(=S)N3CCOCC3)c[nH]c12	-0.1	3	0.4	-4
